tim23-1 inh = tim23-1 yeast growth inhibition | S. cerevisiae tim23-1 growth, BacTiter-Glo luminescence, 24 h | inhibition, % at 20 µM | actives 1.3% (n = 330,000) | AID 463212;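 active = growth inhibition of the mutant yeast at or above 50%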;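 note: temperature-sensitive mutant grown at 25 °C; plate controls were DMSO-treated mutant yeast for no effect and medium wells lacking yeast for full effect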
APJ antag = APJ receptor antagonism; actives 0.32% (n = 330,000); inhibition, % at 20 µM; P35414; AID 2521; CHO-K1 APJ beta-arrestin complementation, luminescence;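 active = inhibition above about 40% at 20 µM, limit read from the data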;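 note: cells challenged with 10 nM apelin-13 agonist together with compound; plate controls were apelin-13 plus DMSO wells for no effect and DMSO wells lacking apelin-13 for full effect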
Target sequence (P35414 whole entry, looked up): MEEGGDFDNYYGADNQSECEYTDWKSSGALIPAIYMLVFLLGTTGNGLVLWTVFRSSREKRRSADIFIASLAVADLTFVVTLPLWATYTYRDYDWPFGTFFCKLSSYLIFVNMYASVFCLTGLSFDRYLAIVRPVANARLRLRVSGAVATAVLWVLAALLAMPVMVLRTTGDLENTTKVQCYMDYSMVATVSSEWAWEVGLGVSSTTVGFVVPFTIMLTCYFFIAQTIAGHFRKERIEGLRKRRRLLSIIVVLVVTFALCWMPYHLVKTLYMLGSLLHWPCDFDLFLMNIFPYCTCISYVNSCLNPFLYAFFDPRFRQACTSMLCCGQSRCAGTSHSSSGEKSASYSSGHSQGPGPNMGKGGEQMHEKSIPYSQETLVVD
Jurkat NFkB inh = lowers PMA/ionomycin-induced NF-kB signal in Jurkat cells; PMA/ionomycin-induced NF-kB luciferase reporter, luminescence; inhibition, % at 4 µM; actives 0.53% (n = 330,000); AID 435003; in the data active = inhibition above about 50%
CHOP UPR activ = apoptotic UPR (CHOP) activation | CHO-CHOP luciferase reporter, luminescence; percent of tunicamycin response over DMSO baseline | activation, % at 10 µM | actives 0.34% (n = 330,000);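 active = at 10 µM dose, activation of 40% or more, normalized to positive control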;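 note: 100% = tunicamycin at 10 µg/mL and 0% = DMSO alone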
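System: CHO-CHOP luciferase reporter cell line | Buffer or medium: F12 medium containing 10% fetal bovine serum | Doses: One dose, 10 µM in 0.5% DMSO | Times: 6 h compound exposure at 37 °C after overnight seeding | Signal: Luciferase luminescence | Read-out: % activation vs tunicamycin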
Mdm2 MdmX PPI = human Mdm2/MdmX binding inhibition | SaOS-2 split-luciferase Mdm2/MdmX complementation, luminescence | inhibition, % at 8 µM | actives 3% (n = 330,000) | AID 485346;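 active = inhibition of at least 50% at 8 µM in the primary screen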
UPR XBP1 act = adaptive UPR (XBP1) activation; CHO-XBP1 luciferase reporter, IRE1-XBP1 UPR activation, luminescence; percent of tunicamycin response, DMSO as zero; activation, % at 20 µM; actives 0.33% (n = 330,000);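 active = versus positive control, 20 µM dose yields 30% or more activation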;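 note: 100% = tunicamycin at 10 µg/mL and 0% = DMSO only wells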
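Signal: luciferase luminescence; Assay system: CHO-XBP1 luciferase reporter cells; Amount: one thousand reporter cells per well; Dosing: 20 µM single concentration, DMSO 1%; Benchmarks: high control tunicamycin 10 µg/mL final, low control DMSO vehicle only; Schedule: 6 h compound exposure at 37 °C, 5% CO2; Evaluation: percent activation relative to tunicamycin reference.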
APJ ag = activates the human apelin receptor APJ | CHO-K1 APJ PathHunter beta-arrestin, luminescence; 0% DMSO wells, 100% apelin | activation, % at 20 µM | P35414 | actives 0.11% (n = 330,000) | AID 2520;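 active = activation more than six SD over the plate average, tested at 20 µM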;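 note: 0% = DMSO alone and 100% = apelin-13 at 10 nM; some results filed as inactive read as strong as hits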
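Test system – PathHunter CHO-K1 APJ (AGTRL-1) beta-arrestin reporter cells · Input – 1000 cells/well · Compound – single test compound dose, 20 µM final, 1% DMSO · Times – compound stimulation 90 min at 25 °C, detection 60 min · Technique – beta-gal luminescence · Read-out basis – APJ–arrestin association signal · Control set – negative DMSO alone, positive Apelin-13 at 10 nM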
697 NFkB inh = inhibitors of the PMA/ionomycin-induced NF-kB reporter in 697 B cells. 697 B-cell NF-kB luciferase reporter, 16 h. inhibition, % at 4 µM. actives 0.33% (n = 330,000). AID 435022; in the data active = inhibition above about 35%
Numbers without * were called inactive.

Short keys: A = tim23-1 inh; B = APJ antag; C = Jurkat NFkB inh; D = CHOP UPR activ; E = Mdm2 MdmX PPI; F = UPR XBP1 act; G = APJ ag; H = 697 NFkB inh
COC(=O)c1ccc(CN=C(NS(=O)(=O)c2ccccc2)c2ccccc2)cc1
  A: -4	B: -4	C: 0	D: -0.9	E: 25	F: -3	G: -1	H: 12

COc1c(C(=O)NCCSC(C)(C)C)ccc2ccccc12
  A: 11	B: -5	C: -17	D: 4.9	E: -12	F: 1	G: -1	H: -21

COc1cc(NC(=S)NC(=O)c2ccccc2F)ccc1NC(=O)c1ccco1
  A: -1	B: 14	C: -2	D: 1.0	E: 9	F: 3	G: -5	H: -26

COCC(=O)OCC(=O)Nc1ccccc1-c1ccccc1
  A: 5	B: 9	C: 8	D: -0.9	E: -7	F: -1	G: -2	H: 11

O=C(COC(=O)c1ccc([N+](=O)[O-])o1)Nc1cccc2ccccc12
  A: 0	B: -45	C: 7	D: -2.5	E: 20	F: -5	G: 2	H: 22

CCOc1ccc(S(=O)(=O)N(C)c2ccc(OCC(=O)NCc3cccnc3)cc2)cc1
  A: 9	B: -1	C: -1	D: -0.4	E: 9	F: -4	G: -1	H: -7

COc1ccc(OC)c(C(=O)NC2CCSc3ccccc32)c1 (stereo not drawn)
  A: 13	B: 3	C: 13	D: -0.5	E: 28	F: -7	G: 0	H: 5

COc1c(S(=O)(=O)N2CCN(c3ccc(F)cc3)CC2)ccc(Cl)c1Cl
  A: 8	B: 3	C: 6	D: 0.7	E: -26	F: -2	G: -1	H: -13

CCn1nnnc1-c1ccc(OC)c(S(=O)(=O)Nc2ccc(S(N)(=O)=O)cc2)c1
  A: 9	B: -12	C: -9	D: -0.1	E: 2	F: -7	G: -1	H: 1

O=C(CC(c1ccccc1)c1ccccc1)NCc1cccnc1
  A: 19	B: 7	C: -7	D: -0.1	E: 29	F: -3	G: -4	H: 15

O=C(NC1=NCCS1)c1ccc(Cl)c(S(=O)(=O)N2CCCCC2)c1
  A: 27	B: -6	C: -19	D: 0.0	E: -24	F: 0	G: -1	H: -41

O=C(CN1CCN(c2ccc(F)cc2)CC1)Nc1cccc(C(F)(F)F)c1
  A: 27	B: -2	C: 8	D: -2.7	E: -52	F: -1	G: 1	H: -3

CC(C)c1cccc(-c2ccc3c(c2)S(=O)(=O)c2cccc(C(=O)NCc4ccccc4)c2C3=O)c1
  A: -6	B: -11	C: -3	D: 22	E: 59*	F: 16	G: -2	H: -7

O=C(CN(c1cccc([N+](=O)[O-])c1)S(=O)(=O)c1ccccc1)NCc1cccnc1
  A: 5	B: -5	C: 16	D: 0.8	E: -3	F: -2	G: 5	H: 4

O=C1CC(NS(=O)(=O)c2cccnc2)CN1c1ccc(F)cc1 (stereo not drawn)
  A: -6	B: 9	C: 7	D: 1.8	E: 14	F: -1	G: -2	H: 8

Going on with the list:
Short keys: A = tim23-1 inh; B = APJ antag; C = Jurkat NFkB inh; D = CHOP UPR activ; E = Mdm2 MdmX PPI; F = UPR XBP1 act; G = APJ ag; H = 697 NFkB inh
COc1ccccc1CNC(=O)C(Cc1c[nH]c2ccccc12)NC(=O)OCc1ccccc1 (stereo not drawn)
  A: 24	B: -1	C: -6	D: -2.0	E: 19	F: -1	G: 8	H: -12

O=C(Nc1nnc(COc2ccc(Cl)cc2)s1)c1ccco1
  A: 7	B: 11	C: 8	D: 2.5	E: -23	F: -3	G: 1	H: 17

O=C(COc1ccccc1)NCCc1cn2ccsc2n1
  A: -5	B: -8	C: 3	D: 0.9	E: -4	F: -1	G: -1	H: 7

CN(C)C(CNC(=O)CNC(=O)Cc1cccc2ccccc12)c1ccccc1 (stereo not drawn)
  A: 3	B: 4	C: 5	D: 2.0	E: -2	F: -3	G: -3	H: 8

Cc1ccnc(NS(=O)(=O)c2ccc(Oc3ccccc3)cc2)c1
  A: -1	B: -14	C: -1	D: -1.6	E: 23	F: 1	G: -1	H: -10

CCN(C(=O)COC(=O)c1nn(-c2ccccc2)c(=O)c2ccccc12)C1CCS(=O)(=O)C1 (stereo not drawn)
  A: -2	B: 6	C: -3	D: 2.4	E: -1	F: 0	G: -6	H: 13

COc1ccc(S(=O)(=O)Nc2cc3c4c(c2)C(C)C(=O)N4CCC3)cc1OC (stereo not drawn)
  A: 10	B: -11	C: -9	D: -0.9	E: 11	F: -2	G: 2	H: -1

CCn1c(SCC(N)=O)nnc1-c1cc2c(C)nn(-c3ccccc3)c2s1
  A: 24	B: 14	C: -9	D: -1.5	E: -3	F: 2	G: 0	H: 21

Cc1cc(C(=O)NCc2cccs2)cs1
  A: 16	B: -8	C: -17	D: 1.6	E: 5	F: -2	G: -2	H: 2

COc1ccccc1NC(=O)c1ccc2nsnc2c1
  A: 10	B: 21	C: -37	D: 5.4	E: 21	F: 3	G: -2	H: -29

CN(CCCC(=O)Nc1ccc(OC(F)F)cc1)S(=O)(=O)c1ccc(F)cc1
  A: 23	B: 10	C: -11	D: 0.1	E: -14	F: -5	G: -1	H: 7

CCn1c(COc2ccc(C(C)C)cc2)nnc1SCC(=O)Nc1nccs1
  A: -1	B: -6	C: 23	D: 1.0	E: -29	F: -2	G: -5	H: -16

O=C(c1cc(COc2ccc3ncccc3c2)on1)N1CCCC(O)C1 (stereo not drawn)
  A: 4	B: -4	C: 7	D: -1.7	E: -12	F: 1	G: 1	H: 1

COc1ccc(Cc2noc(-c3ccc(OC)c(OC)c3)n2)cc1OC
  A: 20	B: -1	C: 24	D: 0.2	E: 10	F: 0	G: 2	H: -29

COc1cc(C(=O)NC(c2ccccc2)c2ccccc2)cc(OC)c1OC
  A: 8	B: 15	C: 9	D: 1.8	E: 26	F: -5	G: -2	H: 32

Remaining list, next part.
Short keys: A = tim23-1 inh; B = APJ antag; C = Jurkat NFkB inh; D = CHOP UPR activ; E = Mdm2 MdmX PPI; F = UPR XBP1 act; G = APJ ag; H = 697 NFkB inh
O=C(CSc1cccc[n+]1[O-])Nc1cccc(S(=O)(=O)NC2=NCCCCC2)c1
  A: 11	B: 5	C: -3	D: -0.8	E: -2	F: 0	G: -1	H: 8

Cc1c(CNC(=O)C2CCC(=O)N(CCc3ccccc3)C2)cnn1C (stereo not drawn)
  A: -10	B: 2	C: -6	D: -1.0	E: -20	F: -8	G: 1	H: -24

CC(=O)c1cccc(Nc2nc(-c3ccccc3)nc3ccccc23)c1
  A: 9	B: 2	C: -12	D: -0.8	E: 1	F: -3	G: 3	H: -3

COc1ccccc1OCc1ccc(C(=O)Nc2ccncc2)o1
  A: 16	B: -1	C: 27	D: -1.6	E: 10	F: 3	G: -1	H: 8

Cc1ccc(S(=O)(=O)c2nnn3c2nc(N2CCCCC2)c2ccccc23)cc1
  A: 0	B: 5	C: -5	D: 0.4	E: 27	F: 6	G: 0	H: -10

CCOC(=O)N1CCN(Cc2ccc3c(c2)OCO3)CC1
  A: -1	B: -5	C: 3	D: -1.0	E: -1	F: -3	G: -2	H: 5

COc1cc(/C=C/C(=O)OCC(=O)N2CCCc3ccccc32)ccc1OC(F)F
  A: 25	B: 16	C: 0	D: 1.3	E: -2	F: 0	G: -3	H: 14

COc1ccccc1NS(=O)(=O)c1ccc(C(=O)N2CCN(c3ccccc3O)CC2)cc1
  A: 7	B: -12	C: -3	D: 0.8	E: 19	F: -1	G: 7	H: 9

S=c1[nH]nc(CSCc2ccc(Cl)cc2Cl)n1-c1ccccc1
  A: 40	B: 2	C: -12	D: -1.6	E: 0	F: -2	G: -3	H: -7

COc1ccc(-n2ncc(N(C)n3cccc3)c(Cl)c2=O)cc1
  A: 31	B: 13	C: -101	D: 1.9	E: -66	F: -1	G: -1	H: -124

CC(=O)c1ccccc1C(=O)N(C)C1CCCN(Cc2ccccc2F)C1 (stereo not drawn)
  A: 5	B: 4	C: -10	D: -1.0	E: 5	F: -2	G: -1	H: 5

O=C(CCCCCN1C(=O)c2ccccc2C1=O)NCc1ccccn1
  A: -3	B: 6	C: 14	D: -1.1	E: 9	F: -1	G: -4	H: 4

Cc1ccc(CN2Cc3cccc4c3[C@@H](CC2=O)[C@H](O)[C@H](O)C4)cc1
  A: 7	B: 4	C: 15	D: -0.7	E: 18	F: -1	G: -2	H: 21

CCc1ccc(NC(=O)C2CCN(S(=O)(=O)c3ccc4[nH]c(=O)ccc4c3)CC2)cc1
  A: -12	B: 12	C: 5	D: -3.3	E: 43	F: -2	G: -3	H: 22

COc1ccccc1C(=O)COC(=O)c1nc2nc(C)cc(C)n2n1
  A: 6	B: 5	C: 9	D: -0.2	E: 14	F: 1	G: -5	H: -3

More entries:
Short keys: A = tim23-1 inh; B = APJ antag; C = Jurkat NFkB inh; D = CHOP UPR activ; E = Mdm2 MdmX PPI; F = UPR XBP1 act; G = APJ ag; H = 697 NFkB inh
Cc1cc(NC(=O)COc2ncnc3sc(C)c(C)c23)no1
  A: -3	B: 13	C: 4	D: -2.0	E: 3	F: -6	G: -2	H: 10

COc1cccc(N2CCN(C(C)C(=O)NC34CC5CC(CC(C5)C3)C4)CC2)c1 (stereo not drawn)
  A: 30	B: 16	C: 9	D: -1.8	E: 12	F: -7	G: 0	H: 17

O=C(Cn1cnc2sc3c(c2c1=O)CCCC3)NCC(=O)Nc1c(F)cccc1F
  A: 1	B: 13	C: -1	D: 1.2	E: 8	F: -3	G: 2	H: 11

C[C@@H]1CN([C@@H](C)CO)C(=O)Cc2cc(NS(=O)(=O)c3ccccc3)ccc2O[C@H]1CN(C)S(C)(=O)=O
  A: 17	B: 20	C: 9	D: 1.3	E: -31	F: -4	G: 0	H: 16

Cc1ccc(CNC(=O)CN(c2ccc(C)cc2)S(=O)(=O)c2c(C)nn(C)c2C)cc1
  A: 7	B: 0	C: 4	D: -0.4	E: 53*	F: -9	G: -3	H: 5

COc1ccc(C2CC(c3ccc(Cl)cc3Cl)Nc3nc(N)nn32)cc1OC (stereo not drawn)
  A: 11	B: -68	C: 10	D: -1.0	E: -23	F: -2	G: -4	H: 0

CCCC(=O)N=c1sc2cccc(F)c2n1C
  A: 8	B: 9	C: -10	D: 5.0	E: -20	F: 3	G: 9	H: -13

Cc1ccc(-n2cnc3ncnc(-c4ccccc4)c32)cc1
  A: 16	B: 13	C: -2	D: -1.9	E: 6	F: 2	G: -7	H: -5

Cc1cccc(C)c1NC(=O)CC(C)c1ccccc1 (stereo not drawn)
  A: 17	B: -11	C: 7	D: 0.6	E: 24	F: -1	G: -4	H: 4

O=C(NCc1ccccc1)/C(=C\c1ccc([N+](=O)[O-])cc1)NC(=O)c1ccco1
  A: 3	B: 0	C: 14	D: 0.5	E: 1	F: -2	G: 2	H: 32

CC(=O)Nc1scc(-c2ccccc2)[n+]1-c1ccc(C)cc1
  A: -31	B: 16	C: -17	D: -0.5	E: -16	F: 0	G: -1	H: -2

CCCc1nnc(SCC(=O)N2CCOCC2)n1C
  A: 2	B: 19	C: 1	D: 1.1	E: -2	F: 0	G: -6	H: 16

Cc1cc(Br)ccc1SCC(=O)OCC(=O)NC(C)c1ccccc1 (stereo not drawn)
  A: 13	B: -5	C: 5	D: 0.1	E: -5	F: 1	G: 0	H: 15
